RBX1-CUL1 inh: human ROC1-CUL1 E3 ligase inhibition | P62877+Q13616 | in vitro K48 di-Ub FRET, acceptor:donor ratio, 45 min | inhibition, % at 10 µM | 140,000 compounds, 0.6% hits; in the data active = inhibition above about 25%
Target sequence (P62877 whole entry, looked up): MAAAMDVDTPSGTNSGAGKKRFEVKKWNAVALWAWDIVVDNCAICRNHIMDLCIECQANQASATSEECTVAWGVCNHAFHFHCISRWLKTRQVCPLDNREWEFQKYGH
Target sequence (Q13616 whole entry, looked up): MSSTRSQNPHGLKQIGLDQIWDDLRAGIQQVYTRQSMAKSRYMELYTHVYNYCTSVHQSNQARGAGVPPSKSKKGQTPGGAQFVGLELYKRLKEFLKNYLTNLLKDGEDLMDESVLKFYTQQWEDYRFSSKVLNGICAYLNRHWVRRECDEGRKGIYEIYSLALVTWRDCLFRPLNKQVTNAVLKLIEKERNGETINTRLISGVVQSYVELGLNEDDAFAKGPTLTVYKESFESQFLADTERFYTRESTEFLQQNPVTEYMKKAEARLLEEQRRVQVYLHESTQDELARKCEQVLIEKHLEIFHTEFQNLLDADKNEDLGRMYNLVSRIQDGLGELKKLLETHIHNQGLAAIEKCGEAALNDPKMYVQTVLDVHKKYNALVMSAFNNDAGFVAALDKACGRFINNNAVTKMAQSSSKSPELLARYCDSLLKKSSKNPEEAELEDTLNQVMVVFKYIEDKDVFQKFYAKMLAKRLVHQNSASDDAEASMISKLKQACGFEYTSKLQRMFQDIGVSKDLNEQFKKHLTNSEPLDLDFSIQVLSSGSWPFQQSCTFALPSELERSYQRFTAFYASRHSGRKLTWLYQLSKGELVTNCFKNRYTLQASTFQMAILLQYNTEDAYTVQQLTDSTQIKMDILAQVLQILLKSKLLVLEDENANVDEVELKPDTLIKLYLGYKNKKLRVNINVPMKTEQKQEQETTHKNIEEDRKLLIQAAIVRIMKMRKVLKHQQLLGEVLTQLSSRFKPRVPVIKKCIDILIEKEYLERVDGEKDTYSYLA
* marks the source's active call; other numbers are inactive results. An excerpt (hit frequency here may not be typical).

Structure,RBX1-CUL1 inh
Cc1ccc2nc3c(cc(C(=O)N4CCN(C)CC4)n3C)c(=O)n2c1,2
Cc1ncc2c(c1-c1noc(-c3ccc4sccc4c3)n1)CCNC2,-1
COc1cc(NC(=O)c2cc(-c3ccc4c(c3)OCO4)on2)cc(OC)c1OC,3
Cc1cccc2sc(N(Cc3cccnc3)C(=O)COc3ccccc3)nc12,7
CCCC(=O)Nc1cccc(Cl)c1N1CCOCC1,5
Cc1ccc(Nc2c(-c3ccc(Br)o3)nc3ccccn23)cc1,1
O=C(COc1ccccc1Cl)Nc1ccc(Cl)c(Cl)c1,5
Cn1cnc(S(=O)(=O)N2CCC(C(=O)NCc3ccccc3)CC2)c1,5
O=C(NCc1ccc2c(c1)OCO2)c1ccc2c(c1)N(Cc1ccccc1F)C(=O)c1ccccc1S2=O (stereo unspecified),-4
COc1ccc(Cn2c(NC(=O)c3ccco3)c(C#N)c(-c3ccccc3)c2-c2ccccc2)cc1,5
Fc1ccc(-c2ccccc2)s1,10
Cc1ccccc1C(=O)Nc1cccc(C(=O)OCc2cc(=O)n3ccsc3n2)c1,-15
O=C1NC(=S)N(c2cccc(F)c2)C(=O)/C1=C/c1ccc(N2CCCC2)o1,26*
CC(=O)N1CCC(C(=O)N2CCN(Cc3ccc4c(c3)OCO4)CC2)CC1,-1
Cc1ccc2c(c1)-c1c(ssc1=Nc1ccc3ncccc3c1)C(C)(C)N2,9
Cc1ccc(CNC(=O)C(C)n2c(=O)cc(-c3ccccc3)c3c(C)nn(C)c32)cc1 (stereo unspecified),2
CCN(CC)S(=O)(=O)c1ccc2c(c1)c(=O)c(C(=O)NCc1ccc(Cl)cc1)cn2C,-2
CCC1CCCCN1C(=O)c1ccccc1NC(=O)c1ccco1 (stereo unspecified),7
N#Cc1cc(C#N)c(SCc2ccccn2)nc1N,-9
COc1ccc(-c2cc(C(F)(F)F)n3nc(C(=O)Nc4ccccc4C(F)(F)F)c(Br)c3n2)cc1,2
O=C(Nc1nccs1)c1cccc2c1-c1ccc(I)cc1C2,8
CCOc1ccccc1NC(=O)CN(C)S(=O)(=O)c1ccc(C(=O)N2CCOCC2)s1,-8
CCOC(=O)c1c(NC(=O)c2ccc(OC)c(S(=O)(=O)N3CCOCC3)c2)sc(C)c1C,-6
CCOc1ccc(NC(=O)N2CCC(n3c(C)nc4cccnc43)CC2)cc1,7
CCOC(=O)c1cnc2c(C)cc(C)cc2c1Nc1ccccc1OCC,3
CCC(Sc1nncn2c1cc1sccc12)C(=O)Nc1cccc(OC)c1 (stereo unspecified),-3
CCC1CCc2nc3sc(C(=O)Nc4ccc(Br)cc4)c(N)c3cc2C1 (stereo unspecified),-3
CCOc1ccc(/C=C2/SC(=S)N(CN3CCOCC3)C2=O)cc1,8
O=C(Nc1ncccc1Cl)c1ccccc1Br,-2
COc1ccccc1C1C(C(=O)c2ccccc2)C(=O)C(=O)N1c1nc(C)c(C)s1 (stereo unspecified),2
CSc1ccccc1C(=O)Nc1ccccc1Br,12
COc1ccc(OC)c(NC(=O)Cn2c(=O)c3cccn3c3ccccc32)c1,9
Cc1ccccc1C(=O)OCc1cc(=O)n2nc(-c3cccs3)sc2n1,0
COc1ccccc1C(=O)Nc1nnc(SCC2=Nc3ccccc3C(=O)C2)s1,-11
O=C(NC1CCCC1)c1csc2nc(-c3ccc(F)cc3)cn12,3
Cn1cc(-c2cc3n(n2)CCC(=O)N3CC(=O)NCc2ccc(Cl)cc2)c2ccccc21,-1
COC(=O)c1c(-c2cccs2)csc1NC(=O)CSc1nc2sc3c(c2c(=O)n1-c1ccccc1)CCC3,3
CCCC(=O)Nc1ccc(C#N)cc1,1
Cn1c(=O)n(C)c2cc(CNCCC3=CCCCC3)ccc21,-9
Cc1ccc(-c2c(C#N)cnc3c(-c4ccccc4)c(C)nn23)cc1,1
C=CCn1c(SCC(=O)N/N=C/c2ccc(O)cc2O)nnc1-c1cccc([N+](=O)[O-])c1,3
O=C(CCCc1ccccc1)NC1CCCC1,-7
Cc1cc(C(=O)N2CCCC(CCc3c(F)cccc3F)C2)n(C)n1 (stereo unspecified),-1
CCOC(=O)c1ccc(N=C2S/C(=C\c3cc(C)n(C)c3C)C(=O)N2C)cc1,5
COc1ccc(CNC(=O)CCc2c(C)nn(-c3ccc(N4CCCCC4)nn3)c2C)cc1,-7
COc1ccccc1NC(=O)c1ccc(-c2ccc(Br)cc2)o1,7
COc1cccc(Cn2cc(S(=O)(=O)c3ccc(C)cc3)c(=O)c3cc4c(cc32)OCO4)c1,5
COc1ccc(-n2c(=O)[nH]sc2=NC(=Nc2ccc(C)cc2)c2ccccc2)cc1,1
CCC(CC)C(=O)Nc1cccc(-c2nc3cccnc3s2)c1C,-3
C=CCN1C(=O)S/C(=C/c2ccc(C#N)cc2)C1=O,4
O=C(CSc1nc(-c2ccco2)cc(C(F)(F)F)n1)Nc1ccc(Br)cc1F,-4
CCCCOc1ccc(-c2nnc(-c3ccc(Br)cc3)n2-c2ccc(C)cc2)cc1,-4
Cc1cccn2c(=O)c3cc(C(=O)N(C)C4CCCCC4)n(C)c3nc12,-7
CSc1cccc(NC(=O)Cn2ncn3c(cc4ccccc43)c2=O)c1,-16
CCCn1cc(CN2CCC(CO)(CCCc3ccccc3)CC2)c(C)n1,6
COc1cccc(OC)c1C(=O)Nc1cc(Cl)ccc1C,-7
CN(C)c1ccc(NC(=O)CN2CCN(CC(=O)Nc3ccc(Br)cc3)CC2)cc1,-6
CCOc1ccc(C(=O)Nc2ccc(S(=O)(=O)Nc3nc(C)cc(C)n3)cc2)cc1OC,0
NC(=O)C(Cc1ccc2c(c1)OCO2)=NC(=O)c1ccco1,4
C=CCn1c(=O)c2c(nc3n(-c4ccc(OC)cc4OC)c(C)cn23)n(C)c1=O,-5

Other structures
Structure,RBX1-CUL1 inh
N=C1/C(=C/c2ccc(-c3cccc(Cl)c3)o2)C(=O)N=C2SC(c3ccccc3Cl)=NN12,17
COc1ccc(N2CCN(C(=O)c3cnc(SC)nc3C)CC2)cc1,-3
CCOC(=O)c1c(NC(=O)CSc2ccccc2)sc(C)c1-c1ccc(C)c(C)c1,-4
CC(=O)Nc1sc(Cl)cc1C(=O)Nc1ccccc1,0
O=c1c2ccccc2[nH]c(=S)n1Cc1ccc(F)cc1,-2
CCCN(CC1CCCO1)C(=O)c1cc(COc2cccc3cnccc23)on1 (stereo unspecified),4
COc1ccc2c(c1)[nH]c(=O)c1sc3ccccc3c12,4
O=c1[nH]cc(Cl)c2ccccc12,4
OCc1cc(Cl)c(CO)cc1Cl,-3
O=C1Oc2ccc3ccccc3c2C1(O)C(F)(F)F (stereo unspecified),-1
O=C(Nc1ccccc1Oc1cccnc1)C1CCCN(C(=O)CCc2ccco2)C1 (stereo unspecified),7
CCOC(=O)c1sc(N2C(=O)C(=O)C(C(=O)c3cccs3)C2c2ccc(C)o2)nc1C (stereo unspecified),7
Cc1ccccc1NC(=O)CSc1nc2ccccc2n1C,2
CC(=O)Nc1cnn(-c2ccc(C(=O)N3CCC(c4ccccc4Cl)C3)cc2)c1 (stereo unspecified),-5
O=C(Nc1ccc(-c2nc3ncccc3o2)cc1)c1cc(I)ccc1Cl,4
Cc1nccn1S(=O)(=O)c1cc(Cl)ccc1Br,-6
Cc1ccc(NC(=O)CN2C(=O)N=C(Cc3cn(C(C)C)c4ccccc34)C2=O)cc1,-3
CC(=O)Nc1cccc(NC(=O)c2cc3c(=O)n4cccc(C)c4nc3n2C)c1,-12
Cc1cccc(C)c1CC(=O)N1CCOCC1,-4
CC(C)(C)C(=O)OCCNc1nc(-c2ccccc2)nc2ccccc12,-4
CN=c1sc(-c2cccc(C(F)(F)F)c2)c(C)n1Cc1ccccc1,-4
O=C1OCCN1CCN(CN1C(=O)CCC1=O)CN1C(=O)CCC1=O,-1
CN1C(=O)C(SC(C)(C)C)C(=O)c2ccccc21 (stereo unspecified),6
CC(C)(C)c1ccc(C(=O)N2CCC(c3nc4ccccc4o3)CC2)cc1,-4

Remaining list, next part
SMILES	RBX1-CUL1 inh
Cc1cccc(NC(=O)CSC2=N/C(=C\c3ccc(F)cc3)C(=O)N2c2ccccc2)c1	4
Cc1ccccc1-c1nnc(NC(=O)NC(C)c2nc3ccccc3[nH]2)s1 (stereo unspecified)	11
Cc1nnsc1C(=O)Nc1cccc(C(F)(F)F)c1	-10
Cc1cc(C(F)F)nn1CC(=O)N1CCSCC1	-1
O=C1CC2CS(=O)(=O)CC2N1Cc1cccnc1 (stereo unspecified)	-5
O=C(CSc1ccc2nnc(-c3cccnc3)n2n1)N1CCC(Sc2ccc(F)cc2)CC1	9
CCCc1cc(=O)oc2cc(C)c3c(-c4ccccc4)coc3c12	-9
Fc1cccc(-c2nnn3c2nc(NC2CCCCC2)c2ccccc23)c1	-2
NS(=O)(=O)c1ccc(CCNC(=O)c2ccc3nc(CCc4ccccc4)oc3c2)cc1	1
CC(C)Oc1ccccc1OCCCCCCN1CCCCC1	-1
Cc1cc(=O)n(C(C)C(=O)N2CCCc3ccccc32)c2c1c(C)nn2-c1ccccc1 (stereo unspecified)	-2
CCCc1cc(C(=O)OCC)c(NC(=O)C2C3CCC(C3)C2C(=O)O)s1 (stereo unspecified)	-4
O=C(CN1C(=O)c2ccccc2C1=O)Nc1ccc(I)cc1	-6
Cc1cc(NC(=O)c2ccc(Br)cc2Br)no1	4
Cc1cccc(NC(=O)N2CCN(c3ccccn3)CC2)c1	3

Filtered by structure: the compounds so far containing a tert-butyl group
SMILES	RBX1-CUL1 inh
CC(C)(C)C(=O)OCCNc1nc(-c2ccccc2)nc2ccccc12	-4
CN1C(=O)C(SC(C)(C)C)C(=O)c2ccccc21 (stereo unspecified)	6
CC(C)(C)c1ccc(C(=O)N2CCC(c3nc4ccccc4o3)CC2)cc1	-4

Later entries.
SMILES	RBX1-CUL1 inh
CCc1ccc(N2C(=O)C(Cl)=C(N3CCCCCC3)C2=O)cc1	-1
Cc1cc(CNc2ccc(-c3nc(Cc4ccccc4)no3)cn2)no1	-5
CCc1cccc(NC(=O)Cn2nc(CC)n3c(cc4cc(C)ccc43)c2=O)c1	1
COCCCNc1nc2c(-c3ccccc3)nnn2c2ccccc12	8
CCN1C(=O)C(C=Nc2ccc(S(N)(=O)=O)cc2)C(=O)N(CC)C1=S	0
COC(=O)c1ccc(N=Cc2cccs2)cc1	2
CCOc1ccc(CNC(=O)c2ccc(NC(=O)N3CCSc4ncccc43)cc2)cc1	-13
Cc1ccc(S(=O)(=O)N2CCCc3cc(NC(=O)c4ccc(C(C)(C)C)cc4)ccc32)cc1	5
O=C(O)CCCC(=O)N1CCc2cc(S(=O)(=O)NCc3ccccc3)ccc21	3
CSc1ccc2c(c1)C(N1CCN(CCCn3c(=O)[nH]c4ccccc43)CC1)Cc1ccccc1S2 (stereo unspecified)	4
Cn1c2ccccc2c2nnc(N/N=C/c3cc(O)ccc3Cl)nc21	1
CCCNS(=O)(=O)c1ccc(NC(=O)c2ccccc2)c(F)c1	-6
Cc1cccc(Nc2nc3nonc3nc2NNc2ccccc2)c1C	7
CCc1ccc(-c2cc(C(=O)N3CC(C)CC(C)C3)c3cc(Br)ccc3n2)cc1 (stereo unspecified)	3
CCc1ccc(C(=O)N2CCN(c3ccccn3)CC2)cc1	-1
O=C(CSc1ncn(-c2ccccc2)n1)Nc1nc(-c2ccc(Br)cc2)cs1	15
Cc1ccc(NC(=O)CSCC2=Nc3ccccc3C(=O)C2)c(C)c1	7
Cc1cc2c(cc1C)NC(c1ccc(OC(F)(F)F)cc1)C1C(=O)CC(C)(C)CC1=N2 (stereo unspecified)	-3
Fc1ccccc1-c1nc(Oc2ccc3ccccc3c2)c2ccccc2n1	3
Cn1c(=O)n(C)c2cc(NC(=O)c3ccc(N4CCCCC4)cc3)ccc21	2
O=C(CSc1nc2c(oc3ccccc32)c(=O)[nH]1)Nc1cccc(Cl)c1	16
COc1ccc(/C=C2/SC(=O)N(CNc3ccc(C)c(C)c3)C2=O)cc1OC	3
COc1cc(CNCCN2CCCCC2=O)ccc1OCC(O)CN1CCCC1 (stereo unspecified)	2
CCOC(=O)c1cc(C(=O)NCc2ccc(Cl)cc2Cl)nn1C	4
N#CC1C(=N)Oc2n[nH]c(-c3cccc4ccccc34)c2C1c1ccc(OCC(N)=O)cc1 (stereo unspecified)	-4
C1=Nc2ccccc2C1/C=N/Nc1nn[nH]n1 (stereo unspecified)	-2
Cc1ccc(-c2cn(C3CCN(Cc4cc(C)[nH]n4)CC3)nn2)cc1	1
CCC(Oc1ccc(C)cc1)C(=O)N1CC(C)OC(C)C1 (stereo unspecified)	4
CCOc1ccc2nc(Cl)c(C3CC(c4ccc(C)cc4)=NN3C(=O)CCC(=O)O)cc2c1 (stereo unspecified)	22
CCC(=O)N1CCCC(c2nc(-c3cccnc3)ncc2-c2ccccc2F)C1 (stereo unspecified)	5

3 of the entries above in order of their number in RBX1-CUL1 inh, high to low.
| SMILES | RBX1-CUL1 inh |
| --- | --- |
| Cc1cc(NC(=O)c2ccc(Br)cc2Br)no1 | 4 |
| Cc1ccc(-c2c(C#N)cnc3c(-c4ccccc4)c(C)nn23)cc1 | 1 |
| Cc1nnsc1C(=O)Nc1cccc(C(F)(F)F)c1 | -10 |

Returning to the listing, repeating the four entries before the break.
SMILES	RBX1-CUL1 inh
Cc1ccc(-c2cn(C3CCN(Cc4cc(C)[nH]n4)CC3)nn2)cc1	1
CCC(Oc1ccc(C)cc1)C(=O)N1CC(C)OC(C)C1 (stereo unspecified)	4
CCOc1ccc2nc(Cl)c(C3CC(c4ccc(C)cc4)=NN3C(=O)CCC(=O)O)cc2c1 (stereo unspecified)	22
CCC(=O)N1CCCC(c2nc(-c3cccnc3)ncc2-c2ccccc2F)C1 (stereo unspecified)	5
Cn1nc(-c2ccc(C(=O)Nc3ccc(F)cc3)cc2)c2ccccc2c1=O	0
C(/C=C/c1cccc2ccccc12)=C\c1ccccc1	-5
CCc1ccc(S(=O)(=O)c2cn(Cc3ccccc3F)c3cc(OC)c(OC)cc3c2=O)cc1	2
CCOC(=O)c1c(C)n(-c2ccccc2)c2ccc(OC(=O)c3cccc(Cl)c3)cc12	-8
